HIF act: HIF pathway transcriptional activation | U2OS HRE-luciferase reporter, luminescence; normalized: DMSO 0%, desferrioxamine 100% | activation, % at 7.5 µM (by protocol) | 300,000 tested, 0.32% active;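 active = mean activation of at least 10% of the iron chelator positive control signal, with at least half of replicates also reaching 10%; inconclusive = mean and replicate majority disagree about reaching 10%; inactive = mean and most replicates under 10%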
AI-2 QS mod: Vibrio harveyi AI-2 quorum sensing modulation; activity change, % at 7.5 µM; 300,000 tested, 0.4% active; Vibrio harveyi JMH597 AI-2 luminescence/OD600 ratio, 9 h; stronger effect = lower value; strain lacks LuxN and CqsS sensors; 0 = neutral-control median; in the data active = activity change below about -75%, passing the limit was not always enough; inconclusive = no clear call, values can overlap the other calls;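 note: luminescence divided by OD600 gain over 9 h not by final OD600 alone; inactives centre near 13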
HSP90 inh: HSP90 refolding inhibition in rabbit reticulocyte lysate; luciferase refolding luminescence, 3 h; inhibition, % at 5.6 µM; 290,000 tested, 0.91% active;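 active = inhibition above the screen-wide mean plus 3 SD, computed separately per campaign, cut at about 16% in these data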;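 note: 0% = DMSO wells and 100% = 60 µM geldanamycin wells; inhibitors lower the luminescence because luciferase stays unfolded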
HSF1 inhib: HSF1 inhibition. 300,000 tested, 0.77% active. NIH3T3-HGL HSE-luciferase, MG132-induced, luminescence 8 h; stronger effect = lower value. activity change, negative = inhibition, % at 7.5 µM (by protocol);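 active = more than half of replicate wells show activity change below -50%, luminescence cut by over half; inconclusive = some wells, but at most half, below -50%; inactive = no replicate well below -50%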;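 note: luciferase reports HSF-1 transcriptional activity via heat shock element; 0% = median of DMSO wells and -100% = zero luminescence signal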
IEC-6 cytotox: counter-screen for KLF5 inhibitors: cytotoxicity in IEC-6 cells; 290,000 tested, 0.78% active; inhibition, % at 5 µM; IEC-6 cytotoxicity, luminescence viability; in the data active = inhibition above about 22%;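 note: 0% = plate median of test compound wells and 100% = cytotoxic reference compound wells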
SKKanGAS inh: SKKanGAS growth inhibition; S. pyogenes SKKanGAS, kanamycin growth, BacTiter-Glo, 6 h; AID 1662; inhibition, % at 7.5 µM; 300,000 tested, 1.3% active;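 active = mean replicate score, as percent of positive control median, at least 50; inconclusive = mean below 50 but one replicate at or above 50; inactive = mean and every replicate below 50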;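 note: strain carries kanamycin resistance gene driven by streptokinase promoter and grows in 40 µg/ml kanamycin; loss of luminescence reflects streptokinase promoter inhibition or plain growth inhibition; 0% = median of DMSO wells and 100% = positive control at its reference dose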
HSF1 activator: increases HSF-1 driven luciferase reporter signal. NIH3T3-HGL HSF-1 luciferase reporter, MG132, 8 h; 100% = twice DMSO control signal. 300,000 tested, 1.7% active. activation, % at 9 µM;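 active = mean replicate activation of at least 50% with a set share of replicates each reaching 50%; inconclusive = only one of those two conditions met; inactive = mean below 50% and too few replicates reaching it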;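 note: 0% = median of the neutral control wells and 100% = twice that signal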
Platelet DG rel: modulates dense granule release in human platelets. 300,000 tested, 0.22% active. inhibition, %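 (compounds screened at 7.5 µM in platelet-rich plasma)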. human platelet-rich plasma, SFLLRN dense granule ATP release, luminescence;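 active = mean replicate score, as percent of positive control, at or above 50; inconclusive = mean below 50 but at least one replicate at or above 50; inactive = mean and every replicate below 50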
KLF5 inh: suppresses KLF5 promoter-driven expression. 290,000 tested, 0.23% active. DLD-1 KLF5 promoter-luciferase reporter, luminescence. AID 1700. inhibition, % at 5 µM;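 active = inhibition above a per-plate limit of that plate's mean compound inhibition plus 3 SD, cut at about 60% in these data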;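 note: 0% = DMSO wells and 100% = LY294002 at 200 µM; higher means less KLF5 promoter-driven luciferase light; inactives centre near -14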
aSyn 5UTR inh: MLPCN primary screen, SNCA 5' untranslated region | 300,000 tested, 0.82% active | inhibition, % (tested at 7.5 µM) | alpha-synuclein 5'UTR reporter, inhibitor activity; in the data active = inhibition above about 60%; inconclusive = no clear call, values can overlap the other calls;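 note: H4 neuroglioblastoma cells stably carrying SNCA 5'UTR luciferase fusion; 0% = DMSO wells and 100% = positive control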
* hit, by the source's call; ? = inconclusive; nt = not tested or not shown.

SMILES | HIF act | AI-2 QS mod | HSP90 inh | HSF1 inhib | IEC-6 cytotox | SKKanGAS inh | HSF1 activator | Platelet DG rel | KLF5 inh | aSyn 5UTR inh
O=C(Cn1cnc2ccccc2c1=O)OCCCCN1C(=O)c2ccccc2C1=O | -0.2 | 10 | 5 | 3 | 6 | -7 | 9 | 0 | -21 | 17
COC(=O)c1ccc(C(C(=O)NC2CCCCC2)N(CCc2ccccc2)C(=O)Cc2cccs2)cc1 (configuration not stated) | -0.8 | 15 | 0 | -4 | -3 | -1 | -8 | 16 | 6 | -33
O=C(O)c1cccc(S(=O)(=O)NCC2CCCO2)c1 (configuration not stated) | -0.4 | 37 | -4 | 7 | -2 | 1 | 3 | 3 | -19 | 2
COc1ccc(-c2csc(NC(=O)CN3C(=O)CCC3=O)n2)cc1 | 1.7 | -10 | 1 | -7 | 5 | 0 | -1 | 0 | -3 | 2
c1cncc(C(c2nnnn2C2CCCCC2)N2CCCCC2)c1 (configuration not stated) | -0.4 | 24 | 0 | -4 | 2 | 5 | 16 | 3 | -1 | 18
Cc1ccc(-c2cc(C(=O)N3CCCC(C(F)(F)F)C3)c3ccccc3n2)o1 (configuration not stated) | -0.3 | 10 | nt | 1 | nt | -6 | 2 | -21 | nt | 2
COc1cc([N+](=O)[O-])ccc1NC(=S)Nc1cccc(C(=O)O)c1 | -28 | -4 | -5 | -14 | -6 | 4 | -1 | -8 | -13 | -72
COc1ccc(OC)c(/C=N/N2CCN(c3ccc(Cl)cc3)CC2)c1 | 0.3 | 10 | 4 | -10 | 7 | -2 | -2 | 17 | -4 | -5
Cc1cc2ncn(C3CC(=O)N(C)C3=O)c2cc1C (configuration not stated) | 0.0 | 4 | 0 | -3 | -1 | 1 | -17 | -1 | -10 | 11
O=C1CN(S(=O)(=O)c2ccc(F)cc2)CC(=O)N1CCc1ccccc1 | -0.1 | 25 | 3 | -6 | 0 | -4 | 3 | -20 | -10 | 5
Cc1cccc(NC(=O)c2cc(-c3cc(Cl)ccc3O)n[nH]2)c1 | 2.6 | -1 | 2 | 10 | 2 | 2 | 4 | 10 | -117 | -224
CSc1ccc(S(=O)(=O)NCCSC(C)(C)C)cc1 | -0.5 | 19 | 0 | -1 | -3 | 2 | -8 | 3 | -48 | 21
O=C(NC1CCS(=O)(=O)C1)c1cccc(Br)c1 (configuration not stated) | 3.2 | -1 | nt | 1 | nt | -1 | 2 | 7 | nt | -4
COC(=O)c1cccc(-n2nnnc2SCC(=O)Nc2nc3c(s2)CCCC3)c1 | 0.3 | 15 | 1 | 0 | 0 | 12 | -10 | -3 | -7 | 21
Cc1c(NC(=O)COc2cccc(Br)c2)c(=O)n(-c2ccccc2)n1C | -0.4 | 30 | -3 | -1 | 5 | -1 | 0 | -14 | 3 | 7
CCOC(=O)N1CCN(C(=O)Cc2ccc(Cl)cc2)CC1 | -0.1 | 4 | 0 | -8 | -4 | -4 | -27 | 10 | 2 | -5
C=CCN(CC=C)C(=O)c1cccc(S(=O)(=O)N2c3ccccc3CC2C)c1 (configuration not stated) | -0.1 | 29 | -1 | 0 | -2 | -2 | -7 | 8 | -25 | -4
Nc1nnc(SCc2cccnc2)s1 | -0.9 | 10 | -6 | -4 | -1 | 0 | -7 | 3 | -10 | 33
CCc1c(C(=O)c2ccc(Cl)cc2)oc2c(C)c3oc(=O)cc(C)c3cc12 | -12 | 35 | -10 | -5 | -2 | -7 | 0 | -10 | -26 | 4
COc1ccc(NC(=O)CN2C(=O)c3cccc4cccc2c34)c(OC)c1 | -0.4 | -4 | -3 | -2 | -4 | -12 | 6 | -158 | -4 | 6
O=C(Nc1ccc2c(c1)CCC2)c1cnc(Cl)c(Cl)c1 | 3.4 | 29 | -3 | 39 | 1 | 9 | 58* | 10 | -23 | -190
COc1ccc([N+](=O)[O-])cc1NC(=O)COC(=O)C=C(C)C | nt | 24 | 0 | nt | 1 | nt | nt | nt | -5 | nt
Cc1ccnc(NC(=O)C2CC(=O)N(Cc3ccccc3)C2)c1 (configuration not stated) | 1.9 | 3 | nt | 7 | nt | -3 | 18 | -7 | nt | -112
O=[N+]([O-])c1ccc(/C=N/Nc2ccnc3cc(Cl)ccc23)o1 | 0.7 | -185* | -4 | 32 | 6 | ? | 49 | -7 | -22 | -49
O=C(c1cc(Br)ccc1Cl)N1CCCC1 | 0.4 | 0 | 1 | 14 | 6 | -16 | 18 | -3 | -49 | 23
(cont.)
SMILES | HIF act | AI-2 QS mod | HSP90 inh | HSF1 inhib | IEC-6 cytotox | SKKanGAS inh | HSF1 activator | Platelet DG rel | KLF5 inh | aSyn 5UTR inh
COc1ccccc1NC(=O)c1cc(S(=O)(=O)N2CCC3(CC2)OCCO3)ccc1F | -0.4 | 34 | -3 | -1 | 0 | -2 | -5 | 2 | -24 | 10
COc1cc(/C=N/NC(=O)c2ccc(NC(=O)C3CCCCC3)cc2)ccc1O | 0.3 | 64 | -4 | -6 | -6 | 16 | -5 | 2 | -14 | 0
CC1=Nc2nc(N3CCCCCC3)c(C#N)c3c4c(nc(c23)N1)N(c1ccc2ccccc2c1)C(=O)C4 | -0.5 | 27 | nt | -2 | nt | 19 | -14 | -2 | nt | -5
COc1cccc(NC(=O)CN(C)C(=O)c2cccc(S(=O)(=O)N3CCN(c4ccc(F)cc4)CC3)c2)c1 | 0.2 | 18 | nt | 5 | nt | 5 | 22 | -8 | nt | -3
CCNc1nc(NC(C)C)nc(Oc2ccc(OCCOc3ccc(C)cc3)nn2)n1 | 0.2 | 14 | 3 | 31 | 4 | 1 | 28 | 1 | 16 | 15
COc1ccc(NC(=S)N2CCC(N(C)CC3CCCO3)CC2)cc1 (configuration not stated) | 0.5 | 19 | 3 | 2 | 3 | 1 | -4 | 4 | -18 | -13
CCOC(=O)C1=C(CC)Nc2ccccc2N=C1NC(=O)c1cccc(S(=O)(=O)N2CCCC2)c1 | 0.1 | 12 | -1 | -3 | 1 | 3 | 11 | -1 | -29 | 21
O=C(CN(C(=O)CCC(=O)Nc1ccccn1)c1cccc(F)c1)NCc1ccc(F)cc1 | 0.1 | 9 | -4 | 2 | 0 | 4 | 35 | -1 | -7 | 1
COc1ccc(NC(=O)c2ccc3c(c2)N(C)CCS3)cc1 | 3.1 | 10 | -2 | 22 | -6 | -10 | 14 | 1 | -105 | -148
CN1CCc2c(sc3c2C(=O)NC(c2ccccn2)N3)C1 (configuration not stated) | 0.1 | 11 | 1 | -3 | 3 | 6 | 8 | -4 | -5 | -51
Cc1cc(C(=O)NCCc2ccc(S(N)(=O)=O)cc2)c(C)o1 | 0.0 | 7 | 3 | 2 | 2 | 3 | -17 | 5 | -23 | 15
COc1ccc(-n2nc3c(c2NC(=O)C24CC5CC(CC(C5)C2)C4)CS(=O)C3)cc1 (configuration not stated) | -0.3 | -13 | -1 | 5 | -3 | 5 | 6 | -18 | -26 | -7
Nn1c(SCC(=O)NCCCc2ccccc2)nnc1-c1cccnc1 | -0.8 | 17 | -3 | -2 | 8 | -4 | 6 | -9 | 1 | -6
Cc1nnc(SCCn2c(N3CCCCCC3)nc3c2c(=O)[nH]c(=O)n3C)s1 | 0.0 | 39 | 2 | -3 | -2 | -3 | 1 | -3 | 4 | 19
CC(C)(C)N(CC#CCC(O)(c1ccccc1)C1CCCC1)CCO (configuration not stated) | -0.1 | 32 | 2 | 2 | -2 | -4 | -1 | -1 | -21 | 12
CCOC(=O)N1CCN(S(=O)(=O)c2ccc3[nH]c(=O)sc3c2)CC1 | 0.0 | 14 | 4 | -3 | -4 | -1 | -1 | -1 | -21 | 14
COc1ccc(OC)c(CN2CCC(C(=O)N(C)CCc3ccc(OC)c(OC)c3)CC2)c1 | 0.2 | 11 | -1 | 0 | 0 | -1 | 4 | 0 | -5 | -1
COc1cc(/C=N/N=C2/C(=O)Nc3ccccc32)cc(OC)c1O | -0.2 | 6 | 3 | -72* | -1 | 0 | -79 | -2 | -15 | -14
Cc1cccc(OCc2nc3ccccc3n2C)c1 | 3.5 | 9 | -3 | 15 | 12 | 6 | 24 | -2 | -101 | -140
CN(C)/C=N/c1ncnc2c1cnn2-c1ccc(C(F)(F)F)cn1 | 0.3 | 20 | 3 | -2 | 4 | 6 | 6 | 4 | -11 | -84
Cn1c(SCC(=O)N2CCOCC2)nc2sc3c(c2c1=O)CCCC3 | 0.0 | 23 | -2 | 3 | -4 | 12 | 0 | -9 | -19 | 15
COc1ccc(C2C(C(C)=O)=C(O)C(=O)N2c2nccs2)c(OC)c1 (configuration not stated) | 0.3 | 13 | 3 | 6 | -1 | 4 | 2 | 1 | -14 | 12
COc1cc(/C=C/C(=O)OCC(=O)NC(=O)NC(C)C)cc(OC)c1OC | 0.3 | 22 | -3 | -9 | 0 | 6 | -2 | -5 | -5 | 12
Cc1c(Cl)cccc1NC(=O)COC(=O)c1c2c(nc3ccccc13)CCN(Cc1ccccc1)C2 | 0.2 | 29 | 1 | -15 | -2 | 31 | -11 | -2 | -17 | 36
O=C1C(Cl)=C(N2CCOCC2)C(=O)N1c1cccc(C(F)(F)F)c1 | 0.5 | 32 | 13 | 25 | -2 | -10 | 38 | 7 | -7 | -9
Continuation.
SMILES | HIF act | AI-2 QS mod | HSP90 inh | HSF1 inhib | IEC-6 cytotox | SKKanGAS inh | HSF1 activator | Platelet DG rel | KLF5 inh | aSyn 5UTR inh
O=C(c1ccccc1)c1ccc(OCCn2cnc3ccccc3c2=O)cc1 | 0.1 | 12 | -4 | 6 | 4 | -7 | 5 | 0 | -23 | 5
Cc1ccc(Cn2cccc(NC(=O)c3ccco3)c2=O)cc1 | 2.4 | -9 | 2 | 7 | 3 | 1 | 28 | 2 | -44 | -78
CCCN(CC(=O)Nc1ccccc1OC)Cc1c(O)ccc2ccccc12 | 0.0 | 53 | -2 | 2 | 0 | 2 | 2 | 2 | 13 | -19
CN(C)/C=N/C(=S)Nc1ccccc1Cl | 0.1 | 2 | 0 | nt | 2 | 2 | nt | 1 | -23 | -42
O=c1ccc(-c2ccccc2)no1 | -0.3 | 0 | -1 | -4 | 0 | 5 | 10 | -5 | -5 | 4
CCOc1ccc(C(C)NC(=S)NC2CCCCC2)cc1OCC (configuration not stated) | -0.6 | -11 | 0 | -3 | -1 | 3 | -8 | -30 | -11 | -6
O=C1OCCC1Sc1nnc(-c2ccco2)n1-c1ccccc1 (configuration not stated) | -0.1 | 6 | -1 | 0 | -2 | -5 | 11 | -1 | 5 | 7
CCn1c2ccccc2c2cc(NC(=S)N3CCOCC3)ccc21 | 0.6 | -12 | -1 | -2 | 5 | -7 | 8 | -10 | -28 | -4
COc1ccc(-c2cc(-c3nnc(COC(=O)CC4CCCC4)o3)c3ccccc3n2)cc1OC | -0.1 | 5 | 4 | 0 | 0 | 8 | 5 | -1 | -1 | -8
Cn1c2c(c(=O)n(C)c1=O)C(c1cccc([N+](=O)[O-])c1)Nc1ccccc1O2 (configuration not stated) | -1.0 | 20 | 0 | -14 | -4 | -4 | -18 | 7 | 5 | 9
O=C(Cc1ccc([N+](=O)[O-])cc1)N/N=C/c1ccco1 | -0.2 | 34 | 0 | -7 | 5 | -14 | 3 | 1 | -16 | 17

Bioassay records as filed in PubChem BioAssay.
